Screening results from PubChem BioAssay.
Rab7 wt modul = modulators of GTP binding to dog Rab7 wildtype GTPase | GST-Rab7 beads, fluorescent GTP binding, flow cytometry; actives lie on both sides; untreated = 100%, excess cold GTP = 0% | GTP binding activity (percent of control), % at 10 µM | 0.055% of 190,000 active;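 active = fluorescent GTP binding to Rab7 beads changed by at least 20 points from the 100% baseline, either direction, mostly lower; inconclusive = compound itself probably fluorescent, or too few beads counted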;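 note: median green fluorescence of bound Bodipy-FL-GTP per Rab7 bead population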
Rac1 wt modul = modulators of human Rac1 wildtype GTP binding; P63000; GST-Rac1 beads, fluorescent GTP binding, flow cytometry; actives lie on both sides; 0 = cold GTP competed, 100 = untreated; GTP binding activity (% of control), % at 10 µM; 0.27% of 190,000 active;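 active = GTP binding activity at least 20 points away from the 100% control level, either lower or higher; inconclusive = compound flagged as likely green fluorescent, judged across all proteins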
Avidin bead fluor = avidin bead compound fluorescence profile | AID 1775 | Avidin beads, compound fluorescence 488/530 nm, flow cytometry; active compounds read high | fluorescence (KMESF) at 10 µM | 0.38% of 220,000 active; in the data active = fluorescence above about 47; note: inactives centre near 10
Cdc42 wt = modulators (inhibitors or activators) of GTP binding to human Cdc42 wildtype | P60953 | GST-Cdc42 beads, Bodipy-GTP binding, flow cytometry; actives lie on both sides | percent activity (GTP binding), % at 10 µM | 0.2% of 190,000 active | AID 761;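 active = percent activity GTP binding at least 20 points away from the 100% baseline, either down as inhibitor or up as activator; inconclusive = compound flagged as likely green fluorescent from well-wide comparison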;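 note: median bead fluorescence of bound Bodipy-FL-GTP at 100 nM; 0% = excess unlabeled GTP control and 100% = no compound control; below 100% means less GTP binding so inhibitor and above means activator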
Rac1 act GTP bind = human Rac1 activated mutant GTP binding change | 0.11% of 190,000 active | AID 764 | percent activity (GTP binding), % at 10 µM | P63000 | GST-Rac1 activated beads, fluorescent GTP binding, flow cytometry; actives lie on both sides; 100% means binding = to untreated wells;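 active = GTP binding at least 20 percentage points away from the 100% baseline, in either direction, so actives lie on both sides; inconclusive = Compound likely fluorescent itself, or too few beads counted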
Rab2 wt GTP = changes GTP binding to wildtype dog Rab2A, up or down. P61105. GST-Rab2 wt beads, Bodipy-GTP binding, flow cytometry. GTP binding activity, % at 10 µM. 0.19% of 190,000 active. AID 760;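 active = GTP binding activity at least 20 points away from 100%, either lowered or raised; inconclusive = signal likely due to the compound's own green fluorescence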;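 note: 0% = beads with excess unlabeled GTP and 100% = no-compound control corrected for plate trend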
ABCB1 inh = human ABCB1 inhibition, ABCG2 as counter-screen. P08183. CCRF-Adr cells, JC-1 efflux, flow cytometry. inhibition, % at 6.6 µM. 0.067% of 190,000 active. AID 1326; in the data active = inhibition above about 40%;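 note: 0% = vehicle and 100% = reference inhibitor; higher value means more JC-1 retained so stronger ABCB1 efflux block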
Target sequence (P08183 whole entry, looked up): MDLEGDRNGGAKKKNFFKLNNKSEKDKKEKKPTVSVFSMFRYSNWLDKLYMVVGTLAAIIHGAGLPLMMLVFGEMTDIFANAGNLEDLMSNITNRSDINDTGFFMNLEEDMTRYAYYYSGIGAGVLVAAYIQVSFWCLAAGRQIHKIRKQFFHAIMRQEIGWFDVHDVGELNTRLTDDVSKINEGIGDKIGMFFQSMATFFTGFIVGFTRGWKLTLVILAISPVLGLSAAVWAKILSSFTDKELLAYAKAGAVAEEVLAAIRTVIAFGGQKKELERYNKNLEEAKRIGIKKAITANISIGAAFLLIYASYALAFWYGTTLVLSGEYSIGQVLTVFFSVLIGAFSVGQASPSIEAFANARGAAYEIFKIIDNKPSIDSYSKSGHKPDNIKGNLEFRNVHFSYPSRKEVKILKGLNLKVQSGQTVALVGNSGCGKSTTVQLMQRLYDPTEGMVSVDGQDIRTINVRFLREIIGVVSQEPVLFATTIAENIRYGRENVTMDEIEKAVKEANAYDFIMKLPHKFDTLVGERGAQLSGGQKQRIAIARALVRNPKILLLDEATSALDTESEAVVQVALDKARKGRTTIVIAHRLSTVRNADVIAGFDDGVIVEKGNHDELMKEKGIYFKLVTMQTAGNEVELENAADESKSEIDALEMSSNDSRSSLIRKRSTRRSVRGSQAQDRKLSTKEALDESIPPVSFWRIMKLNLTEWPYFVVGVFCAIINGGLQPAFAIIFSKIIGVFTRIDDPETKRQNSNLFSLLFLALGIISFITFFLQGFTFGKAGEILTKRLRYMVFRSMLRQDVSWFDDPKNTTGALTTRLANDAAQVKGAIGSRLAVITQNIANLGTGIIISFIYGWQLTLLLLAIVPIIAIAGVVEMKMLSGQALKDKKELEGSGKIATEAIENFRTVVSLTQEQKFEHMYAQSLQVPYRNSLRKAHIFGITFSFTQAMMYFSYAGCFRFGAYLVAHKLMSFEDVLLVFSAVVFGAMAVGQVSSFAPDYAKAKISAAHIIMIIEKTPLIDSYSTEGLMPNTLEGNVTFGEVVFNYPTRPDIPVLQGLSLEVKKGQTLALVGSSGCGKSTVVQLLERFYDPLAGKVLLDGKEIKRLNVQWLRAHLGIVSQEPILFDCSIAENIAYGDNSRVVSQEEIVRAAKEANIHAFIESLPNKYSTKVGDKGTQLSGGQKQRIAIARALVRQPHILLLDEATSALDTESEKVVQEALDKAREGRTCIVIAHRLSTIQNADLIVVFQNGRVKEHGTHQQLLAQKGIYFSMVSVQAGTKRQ
GSH bead fluor = GSH bead compound fluorescence profile; 0.25% of 190,000 active; fluorescence (KMESF) at 10 µM; GSH beads flow cytometry, compound fluorescence 488/530 nm; active compounds read high; in the data active = fluorescence above about 89;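 note: glutathione beads carrying GST-tagged Bcl family fusion proteins plus one bare bead set; values are compound well signal with DMSO vehicle wells as background; inactives centre near 16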
ABCG2 block = inhibitors of human ABCG2 transporter, ABCB1 counter-screen; IgMXP3 cells, JC-1 efflux, flow cytometry; inhibition, % at 6.6 µM; 0.1% of 190,000 active; AID 1325;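 active = inhibition above 80%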;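 note: 0% = DMSO and 100% = nicardipine control wells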
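Assay system – ABCG2 IgMXP3 and barcoded ABCB1 CCRF-Adr cell mix · Input – 3 million cells/mL in well · Reagent – JC-1 fluorescent substrate · Compound – single test compound dose, 6.6 µM final · Timing – 10 min exposure at 25 °C with rotation, no wash · Detection – flow cytometry of retained JC-1 fluorescence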
HRas wt GTP bind = changes GTP binding to wildtype human HRas | P01112 | GST-Ras wt beads, Bodipy-FL-GTP binding, flow cytometry; actives lie on both sides | GTP binding activity, % at 10 µM | 0.14% of 190,000 active;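 active = GTP binding activity at least 20% away from the 100% baseline, either lowered as inhibitor or raised as activator; inconclusive = flagged as likely green fluorescent, judged across all proteins in the well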;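 note: 0% = unlabeled GTP competition control and 100% = no-compound control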
Pf gametocyte = kills late stage P. falciparum gametocytes | P. falciparum stage V gametocytes, ATP luminescence, 24 h | inhibition, % at 10.9 µM | 0.065% of 150,000 active | AID 743093;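 active = inhibition above the mean plus 3 SD of compounds within the control limits, set per campaign, cut at about 38% in these data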;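 note: 0% = DMSO wells and 100% = medium only without gametocytes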
* = called active by the depositor; ? = inconclusive; · = not tested or not shown; & = joins results of further samples. Hits appear at their usual frequency. About 1.1% of those tested had a hit in this group.

SMILES	Rab7 wt modul	Rac1 wt modul	Avidin bead fluor	Cdc42 wt	Rac1 act GTP bind	Rab2 wt GTP	ABCB1 inh	GSH bead fluor	ABCG2 block	HRas wt GTP bind	Pf gametocyte
Cc1nc(CN2CCN(C(=O)CCc3nnc(Cc4c[nH]c5ccccc45)o3)CC2)cs1	93	98	2	98	98	97	-1.6	14	-3	95	14
CCOC(=O)CNc1c(N2CCN(c3ccccn3)CC2)c(=O)c1=O	96	99	6	99	97	99	0.2	24	0	97	·
CCOc1cc(NC(=S)NCCOC)c(OCC)cc1NC(=O)c1cccs1	104	102	9	99	97	101	0.9	18	6	99	·
COc1ccccc1-n1nc(C(=O)O)c2ccccc2c1=O	100	100	11	99	98	100	-5.4	25	-8	100	·
C=CCn1c(C)csc1=Nc1ccc(C(C)=O)cc1	99	98	8	93	96	96	1.7	9	50	97	15
N#Cc1cc2c(nc1SCC(O)CS(=O)(=O)Cc1ccc(Cl)cc1)CCCC2 (stereo not given)	101	98	10	96	94	96	1.1	12	2	98	·
Cc1c(N=Cc2nc3ccccc3[nH]2)c(=O)n(-c2ccccc2)n1C	98	106	8	104	103	101	0.5	7	3	102	·
COc1ccc(S(=O)(=O)Nc2c(C)nc3nc[nH]n3c2=O)cc1	95	92	12	98	95	95	0.6	12	8	93	·
CCn1c2ccccc2c2cc(NC(=O)C(C)Oc3ccccc3)ccc21 (stereo not given)	93	97	5	97	95	96	1.1	25	9	96	10
CC(C)OC(=O)C[N+](C)(C)CCN1C(=O)C2C(c3ccccc3)C=CC(c3ccccc3)C2C1=O (stereo not given)	90	99	12	97	97	96	-0.1	10	3	97	-3
CC(C(=O)NC(C)(C)C)N(C(=O)CS(=O)CC(=O)Nc1ccc(F)cc1)c1ccccc1F (stereo not given)	97	104	5	102	98	100	0.5	25	2	98	-11
N/C(Cc1cccs1)=N\OC(=O)COc1ccc(Cl)cc1Cl	98	99	7	98	92	95	1.2	45	3	100	-23
N=c1c2ccccc2nnn1-c1ccc(C(F)(F)F)cc1	98	93	6	91	92	93	0.8	11	12	93	24
CC(=O)Nc1ccc(C(=O)Nc2ccc3c(c2)OCO3)cc1	97	92	6	92	93	99	0.5	50	3	97	-19
CC(=O)Nc1nc(C)c(-c2csc(Nc3ccccn3)n2)s1	?	?	6&10	?	?	?	0.0	23	0	?	-6&-15
CN(Cc1ncc[nH]1)C(=O)c1cc(COc2c(F)cccc2F)on1	95	99	3	97	96	96	0.3	9	1	98	-10
O=c1c2cc(Cl)ccc2nc(-c2ccccc2Cl)n1O	91	94	11	93	93	96	0.1	18	2	92	3
CC(=O)c1ccc(Oc2cc(C)nc(NCc3ccccc3)n2)cc1	96	95	36	96	93	94	1.1	11	2	96	2
c1ccc(COc2ccccc2CNCc2cccnc2)cc1	98	98	13	99	97	97	0.2	22	1	98	·
CCN(CC)c1ccc(C(=S)NC2CCCCC2)cc1	111	99	9	99	95	98	0.2	21	16	99	21
Cc1oc2c(c1C(=O)NC(Cc1c[nH]c3ccccc13)C(=O)O)CCCC2 (stereo not given)	93	90	10	90	90	92	-0.2	32	-1	91	-2
O=C(CNC(=O)c1ccco1)N/N=C/c1ccc(O)c([N+](=O)[O-])c1	98	100	17	104	94	95	-0.7	11	-7	96	-4
CCCN1CCC(NC(=O)Nc2ccc([N+](=O)[O-])cc2)CC1	98	100	9	99	98	93	0.3	15	6	97	-22
O=C(Nc1ccc(Cl)cc1F)C1CC1	96	105	14	102	101	101	0.0	11	9	102	21
CN(C)c1ccnc(-n2cccc2/C=N/O)c1C#N	96	96	3	96	96	98	1.5	10	3	96	-16
CC(=O)/C=N/Nc1ccccc1	100	98	32	95	97	96	0.1	24	2	98	-3
O=C(CN1CCN(c2ncc(C(F)(F)F)cc2Cl)CC1)N1CCN(c2ncc(C(F)(F)F)cc2Cl)CC1	99	103	17	100	99	101	0.5	12	1	101	·
COc1ccc(C(=O)NCc2nnc(SCC(=O)N3CCCCC3)o2)cc1	91	100	10	97	97	98	0.2	9	3	95	-25
CNC(=O)CCc1[nH]c2ccccc2c1Sc1ccccc1	98	103	8	101	99	99	1.9	16	30	100	-20
O=c1cc(O)nc2n1CCCS2	93	96	11	96	92	93	-0.5	42	-2	97	·
NNC(=S)NCc1cccnc1	104	107	14	102	101	101	0.1	7	1	102	-4
NC(=O)c1cccc2c1C(=O)N(C1CCCCC1)C2	98	100	7	100	97	98	-2.2	19	0	98	·
CCc1nnc(NC(=O)Nc2ccc(OC)cc2)s1	100	104	3	102	101	100	-0.1	45	0	101	-9
O=C(NC1CCCC1)C(c1ccc(N2CCOCC2)cc1)N(C(=O)c1ccco1)c1ccccc1F (stereo not given)	101	101	9	98	96	97	2.2	11	2	100	2
Cc1onc(-c2c(F)cccc2Cl)c1C(=O)OCN1C(=O)c2ccccc2C1=O	99	105	34	104	99	101	0.6	21	2	102	·
COCCCNC(=O)Cn1cc(C(=O)c2cccs2)c2ccccc21	101	105	6	99	98	98	0.9	15	13	102	·
O=C(NC1c2ccccc2-c2ccccc21)N1CCOCC1	100	100	21	96	99	99	0.7	14	2	100	-14
CC(C)COc1ccc(C/C(N)=N/n2cnnc2)cc1	96	98	7	96	97	96	0.7	22	2	95	·
CC(=O)Nc1c(C)nn(C(C)=O)c1C	96	100	3	99	96	99	0.6	23	8	99	·
CC1CCCN(c2ccc([N+](=O)[O-])s2)C1 (stereo not given)	101	99	10	96	95	97	0.3	15	1	97	-15
CC1(C)NC(C(=O)O)Cc2c1[nH]c1ccccc21 (stereo not given)	104	96	·	94	94	97	-0.3	73	-2	96	9
COc1cc(C(=O)Nc2ccccc2N2CCN(S(C)(=O)=O)CC2)cc(OC)c1OC	101	106	14	101	96	101	6.1	35	48	98	-3
CCCCN(C(=O)c1cnc2n(c1=O)CCS2)c1ccccc1	98	100	7	98	100	98	-2.4	20	-5	101	·
Cc1cccc(-c2c3c(=O)n(C)c(=O)n(C)c3cn2C(C)(C)C)c1	97	103	13	99	99	99	0.4	6	2	101	-8
Cc1sc(NC(=O)c2cc(-c3ccccc3)nc3ccccc23)c(C(N)=O)c1C	97	103	10	98	98	95	2.9	11	1	96	13
Cc1ccc(S(=O)(=O)N(CCC(=O)O)c2ccccc2)cc1	100	104	5	98	101	99	0.2	11	1	100	6
COc1ccccc1NC(=O)c1csc2c1CCC(C)C2 (stereo not given)	106	100	8	92	94	100	-1.5	14	44	99	9
O=C(NNC1=C(C(=O)C(F)(F)F)CCC1)c1cccc(O)c1	96	99	6	99	97	97	0.4	16	2	95	3
COc1ccc(/C=C(\C#N)C(=O)c2c(C)[nH]c3ccccc23)cc1OC	102	105	1	102	100	100	2.1	8	17	102	4
CCOC(=O)c1c(C)n(C)c2cc(Br)c(C(=O)OC)cc12	100	102	14	104	101	102	0.6	15	6	103	3
O=c1[nH]c(CN2CCc3ccccc3C2)nc2ccccc12	100	104	13	103	99	101	1.4	29	16	101	·
CC(Oc1ccc(Cl)cc1Cl)C(=O)NCCCN(C)C (stereo not given)	96	102	12	102	97	102	0.7	9	2	100	-7

Ordered by formula weight (rising): 14 of the compounds above.
SMILES	Rab7 wt modul	Rac1 wt modul	Avidin bead fluor	Cdc42 wt	Rac1 act GTP bind	Rab2 wt GTP	ABCB1 inh	GSH bead fluor	ABCG2 block	HRas wt GTP bind	Pf gametocyte
CC(=O)Nc1c(C)nn(C(C)=O)c1C	96	100	3	99	96	99	0.6	23	8	99	·
CC1CCCN(c2ccc([N+](=O)[O-])s2)C1 (stereo not given)	101	99	10	96	95	97	0.3	15	1	97	-15
CC1(C)NC(C(=O)O)Cc2c1[nH]c1ccccc21 (stereo not given)	104	96	·	94	94	97	-0.3	73	-2	96	9
CC(C)COc1ccc(C/C(N)=N/n2cnnc2)cc1	96	98	7	96	97	96	0.7	22	2	95	·
O=C(NC1c2ccccc2-c2ccccc21)N1CCOCC1	100	100	21	96	99	99	0.7	14	2	100	-14
COc1ccccc1NC(=O)c1csc2c1CCC(C)C2 (stereo not given)	106	100	8	92	94	100	-1.5	14	44	99	9
O=C(NNC1=C(C(=O)C(F)(F)F)CCC1)c1cccc(O)c1	96	99	6	99	97	97	0.4	16	2	95	3
CC(Oc1ccc(Cl)cc1Cl)C(=O)NCCCN(C)C (stereo not given)	96	102	12	102	97	102	0.7	9	2	100	-7
Cc1cccc(-c2c3c(=O)n(C)c(=O)n(C)c3cn2C(C)(C)C)c1	97	103	13	99	99	99	0.4	6	2	101	-8
CCCCN(C(=O)c1cnc2n(c1=O)CCS2)c1ccccc1	98	100	7	98	100	98	-2.4	20	-5	101	·
COc1ccc(/C=C(\C#N)C(=O)c2c(C)[nH]c3ccccc23)cc1OC	102	105	1	102	100	100	2.1	8	17	102	4
CCOC(=O)c1c(C)n(C)c2cc(Br)c(C(=O)OC)cc12	100	102	14	104	101	102	0.6	15	6	103	3
COCCCNC(=O)Cn1cc(C(=O)c2cccs2)c2ccccc21	101	105	6	99	98	98	0.9	15	13	102	·
COc1cc(C(=O)Nc2ccccc2N2CCN(S(C)(=O)=O)CC2)cc(OC)c1OC	101	106	14	101	96	101	6.1	35	48	98	-3
